ERAP1 inh: inhibitors of human ERAP1 aminopeptidase; hit rate 0.15% among 340,000; inhibition, % at 10.7 µM; recombinant ERAP1, Leu-AMC fluorescence, 60 min; AID 652197;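 active = mean replicate inhibition of at least 30%, or all replicates individually reaching that 30% level; inactive = mean below 30% and not every replicate reaching it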;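 also: 0% = neutral control wells and 100% = L-leucinethiol positive control wells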
RAD52 anneal inh: inhibitors of human RAD52 DNA annealing; hit rate 0.46% among 360,000; recombinant RAD52 DNA annealing, FRET fluorescence; P43351; inhibition, % at 18.7 µM;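 active = every replicate showing at least 50% inhibition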
esBAF inh: SWI/SNF esBAF complex inhibition | hit rate 2% among 350,000 | mouse ES cells, Bmi1-luciferase knock-in reporter, 24 h; 100% = twice the neutral-well signal | reporter increase, % at 12.5 µM | AID 602393; in the data active = activation above about 40%;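 also: 0% = median of the plate's neutral control wells and 100% = double that signal; a rise in the Bmi1 reporter signal indicates esBAF inhibition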
RAD54 inh: RAD54 (human) branch migration inhibition; RAD54 Holliday junction branch migration, FAM/BHQ fluorescence; Q92698; inhibition, % at 10.4 µM; hit rate 0.14% among 360,000;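 active = mean normalized replicate activity at least 40 and at least half of replicates scoring 40 or more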;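 also: 0% = median of neutral control wells and 100% = median of positive control wells; inhibitors cause a drop in the FAM fluorescence signal; in these data hits start at about 50%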
Xi reactivation: reactivates the inactive X chromosome in mouse fibroblasts; AID 743238; XiGFP mouse fibroblasts, % GFP-positive cells imaging, 3 d; cells co-treated with 5-aza-dC sensitizer; scaled so ellipticine positive control = 100%; hit rate 0.055% among 360,000; activation, % at 7.58 µM;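 active = mean normalized replicate activation at least 10% and every replicate at or above 10%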;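 also: 0% = median of on-plate neutral control wells and 100% = ellipticine 6 µM median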
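Material: SV40-immortalized XiGFP fibroblast cells, line 68-5-11 | Buffer or medium: DMEM containing 5-aza-dC | Dosing: One concentration, pinned | Times: 3 d treatment, 15 min room-temperature fixation | Controls: Ellipticine 6 µM positive control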
ERp5 inh: blocks human ERp5 reductase activity on insulin | Q15084 | ERp5 insulin aggregation, absorbance 650 nm, 90 min | inhibition, % at 9.99 µM | hit rate 0.05% among 350,000 | AID 651711;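 active = mean replicate inhibition above about 25%, with every replicate also reaching it, limit read from the data, passing the limit was not always enough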
Target sequence (Q15084 whole entry, looked up): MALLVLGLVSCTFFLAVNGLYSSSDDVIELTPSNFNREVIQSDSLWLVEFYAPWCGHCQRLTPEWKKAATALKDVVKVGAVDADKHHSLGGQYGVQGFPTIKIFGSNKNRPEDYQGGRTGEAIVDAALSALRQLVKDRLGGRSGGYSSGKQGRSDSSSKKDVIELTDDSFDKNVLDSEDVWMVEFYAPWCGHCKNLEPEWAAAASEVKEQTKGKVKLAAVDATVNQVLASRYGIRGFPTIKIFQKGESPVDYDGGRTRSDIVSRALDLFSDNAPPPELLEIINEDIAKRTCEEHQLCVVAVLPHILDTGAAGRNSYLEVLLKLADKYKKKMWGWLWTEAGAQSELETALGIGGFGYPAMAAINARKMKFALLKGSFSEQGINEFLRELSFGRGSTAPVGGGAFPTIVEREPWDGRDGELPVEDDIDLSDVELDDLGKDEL
S100A4 inh HTS: inhibitors of human S100A4 binding to myosin IIA peptide. P26447. S100A4/TAMRA-MyoIIA peptide fluorescence polarization. inhibition, % at 10.7 µM. hit rate 0.14% among 360,000. AID 652163;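 active = mean inhibition of at least 70% across replicates, with every replicate also reaching that level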
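incubation = readout 5 min after mixing, signal stable up to 60 min | system = S100A4 monomer protein | buffer or medium = HEPES pH 7.2 with CaCl2, KCl, NaCl, DTT, Triton | benchmarks = neutral control DMSO, positive control TFP | also added = fluorescent myosin IIA peptide, 5 nM | compound dosing = one concentration per compound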
E-selectin induc: induces E-selectin expression in human endothelial cells | HUVEC E-selectin immunofluorescence imaging; normalized: neutral wells 0, TNF-alpha wells 100 | activation, % at 7.58 µM | hit rate 0.37% among 260,000;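 active = mean E-selectin-positive cell signal at least 10% of the positive control, reached in at least 60% of replicates, without over 20% cell loss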;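 also: in these data hits start at about 27%; measured in HUVEC primary endothelial cells; signal is the percent of cells scored E-selectin positive by PE staining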
Target sequence (P16581 whole entry, looked up): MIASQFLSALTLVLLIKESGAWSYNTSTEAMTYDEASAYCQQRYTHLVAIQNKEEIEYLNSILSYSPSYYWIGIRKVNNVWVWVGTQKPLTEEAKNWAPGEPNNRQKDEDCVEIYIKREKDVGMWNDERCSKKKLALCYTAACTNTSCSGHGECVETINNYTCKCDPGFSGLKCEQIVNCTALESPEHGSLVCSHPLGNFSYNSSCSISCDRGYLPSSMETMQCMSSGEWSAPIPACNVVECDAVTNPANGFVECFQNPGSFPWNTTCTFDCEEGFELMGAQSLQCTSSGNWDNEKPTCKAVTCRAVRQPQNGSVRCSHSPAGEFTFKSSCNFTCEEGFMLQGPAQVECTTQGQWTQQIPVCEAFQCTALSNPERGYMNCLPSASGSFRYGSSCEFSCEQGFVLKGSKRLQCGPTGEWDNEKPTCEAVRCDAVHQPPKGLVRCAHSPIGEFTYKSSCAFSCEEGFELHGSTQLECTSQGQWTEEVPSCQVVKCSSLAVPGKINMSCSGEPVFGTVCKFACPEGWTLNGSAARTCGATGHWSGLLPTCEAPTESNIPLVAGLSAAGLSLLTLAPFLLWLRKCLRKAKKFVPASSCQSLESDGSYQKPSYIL
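Read-out: % PE-positive cells | Test system: HUVEC | Doses: One compound dose added by pin transfer | Buffer or medium: EGM-2 over gelatin coat | Signal: Immunofluorescence imaging | Benchmarks: TNF-alpha, DMSO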
* marks the source's active call; other numbers are inactive results; x = no result given. This is a random part of the collection. About 2.5% of those tested had a hit in this group.

SMILES	ERAP1 inh	RAD52 anneal inh	esBAF inh	RAD54 inh	Xi reactivation	ERp5 inh	S100A4 inh HTS	E-selectin induc
COc1cccc(CNC(=O)CN2CCC(c3nc4ccc(C)cc4[nH]3)CC2)c1	-2	-9	x	x	0.0	-4	-4	x
CN(C)/C=N/c1nc2nccc(-c3ccc(Cl)cc3)n2n1	12	-3	-1	x	0.1	-5	-2	x
CCCCCN(C(=O)CCC(=O)OCC(=O)Nc1cccc(SC)c1)c1c(N)n(CCCC)c(=O)[nH]c1=O	-2	-1	2	x	-0.1	0	-17	x
CCCC#Cc1ccc2c(c1)O[C@H](CN(C)Cc1ccc3c(c1)OCO3)[C@H](C)CN([C@H](C)CO)S2(=O)=O	3	8	-12	0	-0.2	4	26	x
CCCCCCC[N+](CC)(CC)CCCCc1ccc(Cl)cc1	2	14	-31	5	-0.1	-1	-9	0.2
Cc1ccc(CNC(=O)Cn2cnc(S(=O)(=O)N3CCC(C)CC3)c2)o1	0	-4	2	6	0.0	-5	1	x
COc1ccccc1CCC(=O)N(C)C1CCCN(Cc2ccccc2F)C1 (centres undefined)	-4	-18	6	-2	0.2	0	-8	-0.1
C[C@@H]1CN([C@@H](C)CO)C(=O)c2c(c3ccccc3n2C)-c2ccccc2CO[C@@H]1CN(C)S(=O)(=O)c1ccc(C#N)cc1	0	2	-3	8	-0.7	5	8	-0.1
S=c1[nH]cc(Oc2ccc(Cl)cc2Cl)c(=S)[nH]1	3	-14	-10	5	0.1	-8	4	-0.2
CC(C)(O)[C@@H]1CC(=O)[C@]2(C)[C@H](CC[C@@]3(C)[C@H](c4ccoc4)OC(=O)[C@H]4O[C@]432)[C@@]1(C)/C=C\C(=O)O	-3	-1	-3	-2	0.0	-3	3	0.1
CCOC(=O)[C@H]1[C@H]2COc3ccc(C)cc3[C@@H]2N2C(=O)c3ccc(C)cc3NC(=O)[C@@]12C	x	-1	2	-9	0.6	3	13	0.7
Cc1cccc(CNC(=O)C2CCC(=O)N(C3CCCCCC3)C2)c1 (centres undefined)	-2	-12	17	-2	0.3	-12	3	x
COc1ccccc1C(=O)NC(=S)Nc1ccc(NC(=O)c2ccco2)cc1	1	-18	27	1	0.0	-1	3	x
C=CCN1C(=O)C(CC(=O)O)SC1=Nc1ccc(N=Nc2ccccc2)cc1 (centres undefined)	x	-24	4	-1	0.2	2	4	2.7
N#Cc1ccccc1NC(=S)Nc1ccc(F)cc1	-2	-7	x	x	0.0	0	1	-5.2
O=C(NCC1CCCO1)c1cccc(NS(=O)(=O)c2ccccc2)c1 (centres undefined)	-2	-18	5	x	0.0	14	-4	0.1
CN(Cc1ccc(Cl)cc1)C(=O)c1[nH]c(C(F)(F)F)nc1-c1ccccc1	-1	-11	-3	1	-0.1	0	-4	-0.1
CC1CCN(C(=O)C2CCCN(c3ncnc4c3nc3n4CCCCC3)C2)CC1 (centres undefined)	3	-4	5	3	0.1	-8	-2	x
CC1(C)C(=O)Nc2ccccc2N1C(=O)COC(=O)Cc1ccc(Cl)c(Cl)c1	3	-24	4	-1	-0.1	-3	-1	x
C[C@@H]1CN([C@@H](C)CO)C(=O)c2cc(C#Cc3ccccc3F)cnc2O[C@H]1CN(C)S(C)(=O)=O	-2	-1	3	-3	-0.6	1	1	-0.1
COc1ccc(NC(=O)N2CCCCN3[C@H](C2)[C@@H](c2ccc(C#Cc4ccccn4)cc2)[C@@H]3CO)cc1	0	-3	8	7	0.1	-4	-3	-0.1
COc1cc(Br)c(Br)c(Br)c1N	-2	-10	x	x	0.4	1	-17	8.1
Cc1nc2ccccc2c(=O)n1/N=C/c1cc(Br)ccc1O	-3	-14	-13	0	0.2	5	-5	0.2
c1ccc(COc2ccc(-c3cc4nc(NCCN5CCOCC5)ccn4n3)cc2)cc1	-9	-5	49*	-12	0.0	0	-9	x
CCc1sc(NS(C)(=O)=O)nc1-c1ccccc1	7	0	2	4	x	1	1	x
COC(=O)c1c[nH]n2c(=O)cc(C)nc12	1	-6	-6	13	x	-6	0	x
CCN(CC)C(=O)CC(c1cc(OC)c(OC)c(OC)c1)c1c(OC)cc(OC)c2c(-c3ccccc3)cc(=O)oc12 (centres undefined)	x	x	4	2	0.1	x	x	-0.1
Cc1ccccc1C(=O)NC(=S)Nc1ccc(N2CCOCC2)cc1	16	1	14	-11	0.2	3	0	x
Cc1nc2ccccn2c1-c1ccnc(=S)[nH]1	3	-6	-13	x	0.0	4	6	-0.1
CCn1c(/C=C/c2ccc(O)cc2)nc2ccccc2c1=O	0	-5	7	0	0.0	1	-3	0.0
Cn1c(N)c(C(=O)CSc2nnc(-c3c[nH]c4ccccc34)n2C2CC2)c(=O)[nH]c1=O	0	3	3	-6	1.1	0	2	2.1
CCCCNC(=O)CCn1c(=O)c2ccccc2n(CC(=O)NCCc2ccc(OC)c(OC)c2)c1=O	3	-10	-1	x	0.0	8	4	-2.6
C[C@@H]1CN([C@H](C)CO)C(=O)c2cc(C#C[C@@H](C)O)cnc2O[C@@H]1CN(C)Cc1ccc(-c2ccccc2)cc1	-1	7	1	-4	-0.3	-2	8	0.9
COc1ccc(C#Cc2cnc3c(c2)C(=O)N([C@H](C)CO)C[C@H](C)[C@H](CN(C)C(=O)NC(C)C)O3)cc1OC	4	-8	0	-2	-0.2	-2	0	0.2
O=C1CCC[C@@H]2Cc3nc4cc5c(cc4cc3[C@@H]3CCN1[C@H]23)OCO5	0	-17	37	19	0.3	10	-2	0.0
CC(C)c1ccc(OCC(=O)N2CCCCCC2)c(Br)c1	7	-6	51*	x	0.0	-5	-5	x
Cc1ccc(C)c(N2CCN(C(=O)CCCn3c(=O)c4cccn4c4cccnc43)CC2)c1	0	-8	3	4	0.0	5	-17	x
Cc1ccc(S(=O)(=O)Nc2ccc3c(c2)C(=O)N([C@H](C)CO)C[C@@H](C)[C@@H](CN(C)C(=O)Cc2ccccc2)OCCCC[C@H](C)O3)cc1	-3	25	8	-4	0.1	-4	-18	x
Cc1cccnc1C(NC(=O)C1CCN(CCCOc2ccc(F)cc2)CC1)c1ccccc1 (centres undefined)	-3	-1	-7	4	-0.2	-5	-4	0.1
CC1=C(C(=O)N(C(C)C)C(C)C)CC(CC(=O)NCc2cccc3ccccc23)C(=O)N1Cc1ccccc1 (centres undefined)	-1	-7	-4	3	0.0	-4	0	0.1
CCCc1cc(=O)oc2c(CN(CC)CC)c(O)c(Cl)cc12	189*	-5	x	-16	1.2	1	0	-0.5
CO[C@@H](CN(C)S(=O)(=O)c1ccc(Cl)cc1)[C@@H](C)CN([C@H](C)CO)S(=O)(=O)c1cccc(Cl)c1	-5	5	4	4	0.0	3	1	0.1
COc1cccc(S(=O)(=O)N[C@H]2C=C[C@@H](CC(=O)NCc3ccncc3)O[C@@H]2CO)c1	0	-7	-8	-1	0.0	3	7	0.0
CCN(CC)CCOc1ccc2c(c1)C(=NNC(=O)c1ccccn1)c1cc(OCCN(CC)CC)ccc1-2	4	108*	x	x	0.1	0	-3	x
CN(C)C(=O)C[C@H]1C[C@H]2c3cc(NS(C)(=O)=O)ccc3O[C@H]2[C@H](CO)O1	0	1	3	-7	0.2	68*	-2	0.2
COc1ccc(NC(=O)N(C)C[C@@H]2OCCCC[C@@H](C)Oc3ccc(NS(=O)(=O)c4ccc(C)cc4)cc3C(=O)N([C@H](C)CO)C[C@H]2C)cc1	7	-20	3	-2	0.1	3	-12	x
CCCNC(=O)N1[C@H](C#N)[C@@H](c2ccccc2-c2ccc(F)cc2)[C@@H]1CO	1	-6	x	x	0.0	-8	11	0.0
Cc1ccc(S(=O)(=O)N2C[C@H]3[C@@H](c4ccccc42)[C@@H](CO)N3Cc2cccnc2)cc1	-2	-17	6	-11	0.0	1	5	-0.1
Cc1nc(Cc2nnc(SCC(=O)Nc3c(C)cccc3C)o2)cs1	2	-2	5	x	0.0	1	-6	x
CN(C)CCCNc1nc2sc3c(c2c(=O)n1CCc1ccccc1)CCCCC3	2	17	x	x	0.0	x	0	x
CC12CCC(C(=O)N(CC(O)CN3CCN(Cc4ccccc4)CC3)C1=O)C2(C)C (centres undefined)	x	-25	x	-5	-0.1	-2	3	x
COc1ccc(/C=N/NC(=O)CCOc2ccccc2C)cc1OC	-2	-15	x	x	-0.1	-9	-12	-1.3
COc1ccc([C@H]2/C=C\CN(C(=O)c3ccc(C)cc3)[C@@H](C)C(=O)N2Cc2ccc(F)cc2)cc1	x	-29	-10	-7	-0.1	-4	0	0.0
CCCN1C[C@@H](C)[C@@H](OC)CN(C)C(=O)c2ccc(NS(=O)(=O)c3ccccc3)cc2OC[C@@H]1C	-2	1	-1	2	0.2	2	11	0.2
COc1cc(NC(=O)Nc2cccc3cccnc23)cc(OC)c1OC	0	-8	14	3	0.0	5	0	x
C#CCNC(=O)C[C@@H]1C[C@@]2(C(=O)OCC)CCC=C2N(Cc2cccc3ccccc23)C1=O	-1	-30	x	x	-0.1	-2	-4	x
Cc1c(Cl)cccc1NC(=S)N1CCc2ccccc2C1	0	-7	x	x	0.0	5	-1	x
COc1cc(CNC(C)(C)CO)cc(Br)c1OCc1ccc(Cl)cc1Cl	3	55*	x	x	0.1	6	9	x
COc1ccc(OCC(=O)O/N=C(\N)c2ccc(OC)cc2)cc1	x	-10	x	x	0.0	2	1	x
C[C@@H]1CN([C@H](C)CO)C(=O)c2cc(C#Cc3cccnc3)cnc2O[C@H]1CN(C)S(=O)(=O)c1ccccc1F	-2	-4	-12	5	-1.0	-9	5	2.4

Part of the list above, set out differently:
Every second line gives: ERAP1 inh	RAD52 anneal inh	esBAF inh	RAD54 inh	Xi reactivation	ERp5 inh	S100A4 inh HTS	E-selectin induc
- CCCNC(=O)N1[C@H](C#N)[C@@H](c2ccccc2-c2ccc(F)cc2)[C@@H]1CO
 : 1	-6	x	x	0.0	-8	11	0.0
- Cc1ccc(S(=O)(=O)N2C[C@H]3[C@@H](c4ccccc42)[C@@H](CO)N3Cc2cccnc2)cc1
 : -2	-17	6	-11	0.0	1	5	-0.1
- Cc1nc(Cc2nnc(SCC(=O)Nc3c(C)cccc3C)o2)cs1
 : 2	-2	5	x	0.0	1	-6	x
- CN(C)CCCNc1nc2sc3c(c2c(=O)n1CCc1ccccc1)CCCCC3
 : 2	17	x	x	0.0	x	0	x

(next part)
SMILES	ERAP1 inh	RAD52 anneal inh	esBAF inh	RAD54 inh	Xi reactivation	ERp5 inh	S100A4 inh HTS	E-selectin induc
CC(=O)OCC(=O)Nc1c(C)cc(C)cc1C	17	-8	x	x	0.0	5	-1	x
Cc1ccc(S(=O)(=O)N2CCN=C2SC(C)c2ccccc2)cc1 (centres undefined)	-3	-12	-4	2	-0.2	3	7	-0.1
CCOc1ccccc1OCC(=O)NNC(=O)Cn1cnc2c1c(=O)n(C)c(=O)n2C	0	-5	-10	-2	0.0	3	-4	x
O=C(NCc1nc2ccccc2[nH]1)C1=C[C@@H](c2ccc3c(c2)OCO3)C[C@@H](OCCCCO)O1	2	17	x	x	x	0	5	x
CNc1nc2c(-c3ccc(Cl)cc3)nnn2c2ccccc12	-1	-11	7	-1	0.0	6	1	0.0
O=C(O)CCCNC(=O)Nc1ccccc1	-3	-4	-8	-4	-0.7	-4	-1	0.0
COc1ccccc1NC(=O)c1ccc(NC(=O)COC(=O)c2ccc(O)cc2)cc1	-4	-15	2	2	-0.1	7	-1	x
Cc1nc2cc(C(=O)O)ccc2n1C1CCCCC1	-3	0	-8	-11	x	3	-7	x
NS(=O)(=O)c1ccc(NC(=O)Nc2ccc(S(N)(=O)=O)cc2)cc1	x	-18	x	-3	0.0	1	-4	x

Compound activity deposited in PubChem BioAssay by Broad Institute.
